# Alkaline phosphatase: human TNAP enzyme inhibitors, biochemical, luminescent (AID 518); purified TNAP enzyme, luminescent substrate readout; higher % means a stronger effect; one-dose inhibition, % at 20 µM; IC50 in µM for titrated hits; 0.09% of 64,000 active; in the data active = a potency from the dose series; inactive = the rest, 99 in 100 with inhibition below about 22%;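 note: plate controls were vehicle for no effect and reference inhibitor for full effect; many of its hits are not listed in these tables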
# HPDE-C7 viability: HPDE-C7 pancreatic duct cell viability loss – fluorescence, HTS (AID 430); HPDE-C7 pancreatic duct cells viability, fluorescence; higher % means a stronger effect; 1.8% of 63,000 active; cytotoxicity, % at 10 µM, or EC50 in µM where a hit was titrated;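 note: cells exposed to compound for 48 hours before viability readout; 0% = vehicle and 100% = reference cytotoxic drug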
# KRASV12 cytotoxicity: viability loss of HPDE-C7K cells – cell-based, fluorescence, HTS, primary screen (AID 431); HPDE-C7K KRASV12 cells, Alamar Blue viability, 48 h; higher % means a stronger effect; one-dose cytotoxicity, % at 10 µM; EC50 in µM for titrated hits; 1.7% of 63,000 active;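 active = compounds whose percent cytotoxicity in the single-dose primary screen, scaled between solvent and toxic-drug controls, exceeds 50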;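 note: 0% = DMSO solvent wells and 100% = doxorubicin-treated wells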
# DPM-DC inhibit: inhibitors of Streptococcus pneumoniae diphosphomevalonate decarboxylase. purified DPM-DC, PK/LDH coupled NADH fluorescence. calls only at 10 µM. 0.49% of 65,000 active. AID 556;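 active = the 320 compounds with the highest percent inhibition in the single-dose primary screen, excluding strongly autofluorescent ones, cut at about 32% in these data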;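 note: kinetic rate of NADH fluorescence loss reporting ADP formed by the decarboxylase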
# Spn PMK inh: inhibitors of Streptococcus pneumoniae phosphomevalonate kinase; purified PMK, PK/LDH-coupled NADH absorbance 340 nm; inhibition, % at 10 µM; 0.49% of 65,000 active; AID 539;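 active = top-ranked compounds by inhibition in the single 10 µM screen, taking a fixed number of the strongest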;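 note: 0% = full reaction with DMSO carrier and 100% = background rate without enzyme reaction; no value below 0 was filed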
# Bfl-1 inhibitors: Bfl-1 inhibitors, primary screen, biochemical, fluorescence polarization, FITC-Bid, mouse (AID 432). FITC-Bid BH3 peptide fluorescence polarization displacement; higher % means a stronger effect. one-dose displacement, % at 20 µM; IC50 in µM for titrated hits. 0.02% of 64,000 active; in the data active = a potency from the dose series; inactive = the rest, 99 in 100 with displacement below about 15%; note: strong numbers were not always called active
# LYP inhibition: inhibition of human PTPN22 tyrosine phosphatase – biochemical, DiFMUP fluorescence, recombinant catalytic domain, 10 µM, primary screen (AID 606) | recombinant LYP catalytic domain, DiFMUP fluorescence; higher % means a stronger effect | inhibition, % at 10 µM, or IC50 in µM where a hit was titrated | 52,000 tested, under 10 active;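 active = IC50 under 40 µM in the dose-response test; inactive = IC50 of 40 µM or more, or never dose-tested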
# HT1080 viability: cytotoxicity in HT1080 fibrosarcoma cells, cell-based, fluorescence readout (AID 620); HT1080 viability, fluorescence; higher % means a stronger effect; cytotoxicity, % at 10 µM; hits with a dose series show EC50 in µM; 0.42% of 87,000 active;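 note: cells exposed to compound overnight then 4 h with Alamar Blue; 0% = vehicle DMSO and 100% = killing control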
# MK inhibit: inhibitors of Streptococcus pneumoniae mevalonate kinase; purified MK, PK/LDH-coupled NADH absorbance 340 nm; inhibition, % at 10 µM; 0.48% of 65,000 active;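 active = ranked among the strongest by inhibition in the single 10 µM screen, a fixed top-ranked set picked for dose follow-up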; note: no value below 0 was filed
# Spn PMK inh pilot replicates: second read-out of Spn PMK inh, no call of its own (marks repeat the call); inhibition, %; measured here: pilot screen replicates
# MK inhibit pilot replicates: second read-out of MK inhibit, no call of its own (marks repeat the call); inhibition, %; measured here: pilot screen replicates
# DPM-DC inhibit pilot screen %: also measured in DPM-DC inhibit; calls as there; inhibition, %; measured here: pilot screen trials
# Starred values were filed as active, the others as inactive; i = inactive; . = not tested or not shown. Cut-off read from the data, not from the text of the source, unless noted: active = cytotoxicity above about 50%; inactive = the rest.
SMILES,Alkaline phosphatase,HPDE-C7 viability,KRASV12 cytotoxicity,DPM-DC inhibit,Spn PMK inh,Bfl-1 inhibitors,LYP inhibition,HT1080 viability,MK inhibit,others
c1ccc(CN2CCN(c3nc(-c4ccccn4)nc4ccccc34)CC2)cc1,11%,17%,23%,i,0,2%,5%,9%,0,
CC(=O)c1ccc(N2CCN(C(=O)COc3ccc(F)cc3)CC2)c(F)c1,1%,2%,0%,i,2,-1%,22%,-12%,9,
COc1ccc(C2(CNC(=O)CCC(=O)O)CCCC2)cc1,2%,2%,-5%,i,9,-1%,9%,-2%,7,
COc1ccc(C(=O)N(CC(=O)NC(C)(C)C)c2ccc3c(c2)OCCO3)cc1OC,3%,3%,10%,i,17,-4%,13%,3%,5,
CCOC(=O)N1CCC(Nc2cccc(SC)c2)CC1,-2%,13%,18%,i,2,3%,0%,-4%,3,
CCN(CC(=O)Nc1ccc2c(c1)OCCO2)C(=O)C1CCCCC1,7%,-4%,-7%,i,17,-1%,-46%,-4%,7,
O=C(c1cnn2c1NC(c1ccco1)CC2C(F)(F)F)N1CCN(c2cccc(Cl)c2)CC1 (stereo not drawn),21%,50%*,43%,i,10,2%,.,-10%,9,Spn PMK inh pilot replicates=1.0;MK inhibit pilot replicates=0.0;DPM-DC inhibit pilot screen %=2.0
CCCC(=O)Nc1nc2c(OC)ccc(OC)c2s1,6%,14%,11%,i,10,-6%,-21%,5%,3,
Cc1ccccc1-c1nc(CS(=O)(=O)CC(=O)N2CCc3ccccc32)c(C)o1,5%,3%,3%,i,0,-9%,-5%,3%,6,
COc1ccccc1NC(=O)CN1CCN(c2ccccc2F)CC1,6%,-8%,-1%,i,6,-5%,-3%,-12%,6,
COc1ccc(CNc2ccc(S(N)(=O)=O)cc2)c(OC)c1OC,9%,6%,1%,i,3,-11%,8%,-4%,7,
O=c1c2c3c(sc2nc2n1CCC2)CCC3,1%,-10%,-3%,i,14,-1%,12%,.,6,
CCOC(=O)C1CCN(c2c(NCCN3CCCCC3C)c(=O)c2=O)CC1 (stereo not drawn),-1%,1%,3%,i,0,-4%,3%,-4%,26,
CCn1c(SCC(=O)Nc2ccc3c(c2)OCO3)nnc1-c1ccccc1O,22%,-4%,3%,i,13,7%,.,6%,11,Spn PMK inh pilot replicates=3.0;MK inhibit pilot replicates=1.0;DPM-DC inhibit pilot screen %=1.0
CN(C)C/C(Cl)=C(\Cl)c1ccccc1,6%,8%,10%,i,2,33%,-4%,9%,9,
O=C(c1ccccc1F)N1CCN(S(=O)(=O)c2ccc3c(c2)OCCO3)CC1,12%,-11%,-1%,i,10,2%,10%,9%,11,
O=C(OCc1nc2ccccc2s1)C1CCN(C2=NS(=O)(=O)c3ccccc32)CC1,7%,1%,-9%,i,10,-12%,3%,-8%,10,
O=C(O)c1cc(Cl)c2ccccc2c1O,7%,34%,34%,.,4,1%,-1%,-3%,12,
O=S(=O)(NC1CC1)c1ccc(S(=O)(=O)N2CCCC(c3nc(-c4cccnc4)no3)C2)cc1 (stereo not drawn),6%,-23%,-2%,i,14,0%,9%,4%,0,
COc1ccc(N=C2SC(CC(=O)Nc3ccccc3)C(=O)N2CC2CCCO2)cc1 (stereo not drawn),3%,-10%,-1%,i,10,4%,-2%,-8%,0,
CCOC(=O)c1c(-c2ccc(C)o2)csc1NC(=O)CSc1nncs1,11%,10%,19%,i,0,-3%,.,-1%,4,
Cc1c(NC(=O)NC(C)N2C(=O)C3C4C=CC(C4)C3C2=O)c(=O)n(-c2ccccc2)n1C (stereo not drawn),3%,-12%,-4%,i,11,-10%,7%,5%,3,
N=c1oc2ccccc2cc1-c1nc2ccccc2c(=O)[nH]1,3%,1%,-5%,i,18,1%,4%,-1%,4,
CSCCC(NC(=O)c1ccco1)C(=O)O (stereo not drawn),9%,-31%,9%,i,0,-7%,-4%,0%,7,Spn PMK inh pilot replicates=0.0;MK inhibit pilot replicates=1.5;DPM-DC inhibit pilot screen %=0.5

# Copied from the listing for reference:
SMILES,Alkaline phosphatase,HPDE-C7 viability,KRASV12 cytotoxicity,DPM-DC inhibit,Spn PMK inh,Bfl-1 inhibitors,LYP inhibition,HT1080 viability,MK inhibit,others
c1ccc(CN2CCN(c3nc(-c4ccccn4)nc4ccccc34)CC2)cc1,11%,17%,23%,i,0,2%,5%,9%,0,
CC(=O)c1ccc(N2CCN(C(=O)COc3ccc(F)cc3)CC2)c(F)c1,1%,2%,0%,i,2,-1%,22%,-12%,9,

# The listing continues:
SMILES,Alkaline phosphatase,HPDE-C7 viability,KRASV12 cytotoxicity,DPM-DC inhibit,Spn PMK inh,Bfl-1 inhibitors,LYP inhibition,HT1080 viability,MK inhibit,others
Cn1c(C(=O)Nc2ccc3c(c2)OCCO3)cc2c(=O)n(C)c3ccccc3c21,10%,60%*,49%,i,9,1%,.,0%,12,
CCCCc1nccn1CCn1ccnc1CCCC,4%,-2%,-1%,i,18,4%,5%,-4%,4,Spn PMK inh pilot replicates=2.5;MK inhibit pilot replicates=0.0;DPM-DC inhibit pilot screen %=4.5
COc1ccc(CC(=O)Nc2nc(C)cs2)cc1OC,7%,6%,-5%,i,9,4%,8%,-1%,2,
Cc1ccc(Cl)cc1N1CCN(Cc2nnnn2Cc2ccco2)CC1,7%,10%,13%,i,16,-4%,7%,-11%,0,
CCN(CC)c1ccc(-c2nc3cnccc3n2C)cc1,10%,33%,33%,i,17,3%,1%,6%,7,
C=CCSc1nnc2n(-c3ccccc3OC)c(=O)c3c4c(sc3n12)CCC4,11%,8%,1%,i,6,7%,-1%,16%,0,Spn PMK inh pilot replicates=0.0;MK inhibit pilot replicates=0.0;DPM-DC inhibit pilot screen %=0.5
c1ccc(-c2csc3nnc(SCc4ccc5c(c4)OCO5)n23)cc1,12%,-10%,-1%,i,0,-4%,2%,1%,6,
CCc1cc(=O)oc2cc3oc(C)c(C)c3cc12,-2%,2%,8%,i,15,2%,.,-7%,6,
O=C(CCc1nc(-c2ccccc2F)no1)NCCN1CCOCC1,4%,-2%,3%,i,13,-3%,4%,8%,0,
Cc1cc(C)n(Cc2ccc(C(=O)O)o2)n1,8%,.,.,i,5,0%,1%,-11%,11,
C=CCc1c(C)nc(SC(C)C)[nH]c1=O,6%,2%,-11%,i,5,10%,1%,0%,9,
CCCOc1ccccc1NC(=O)c1c(-c2ccccc2)noc1C,16%,11%,16%,i,0,4%,-9%,1%,13,Spn PMK inh pilot replicates=2.5;MK inhibit pilot replicates=0.0;DPM-DC inhibit pilot screen %=3.5
Cn1ccnc1C(O)c1ccco1 (stereo not drawn),13%,-18%,-1%,i,4,3%,10%,2%,3,Spn PMK inh pilot replicates=1.0;MK inhibit pilot replicates=0.0;DPM-DC inhibit pilot screen %=3.5
CCOC(=O)CC(=O)CSc1ncc(C(=O)OCC)c(N)n1,13%,-21%,0%,i,7,-15%,7%,12%,9,
CS(=O)(=O)NCc1ccc(C(=O)NCc2ccccc2)cc1,17%,10%,18%,i,6,2%,.,-3%,10,Spn PMK inh pilot replicates=7.0;MK inhibit pilot replicates=0.5;DPM-DC inhibit pilot screen %=1.5
COC(=O)CN1CCN(C(=O)c2ccc(F)cc2)c2ccccc2C1,3%,-15%,-13%,i,12,-4%,-6%,2%,8,
COC(=O)c1c(NC(=O)CN2CCN(Cc3ccc4c(c3)OCO4)CC2)sc(C)c1C,8%,1%,9%,i,18,-3%,-11%,-3%,0,
Cc1cc(NC(=O)C(C)C)ncc1NC(=O)Cc1ccccc1,13%,8%,-4%,i,5,-7%,.,-1%,9,
Cc1nnc(NC(=O)C2CCCO2)s1 (stereo not drawn),14%,2%,0%,i,10,2%,5%,-1%,1,Spn PMK inh pilot replicates=0.0;MK inhibit pilot replicates=0.0;DPM-DC inhibit pilot screen %=0.0
CCOC(=O)c1c(SC)nc(SC)c2c1CCC2,8%,-3%,10%,i,11,-4%,8%,-10%,0,
COc1ccc(N=CC2=C(O)CCCC2=O)cc1,4%,-4%,8%,i,0,-1%,6%,-3%,5,
COc1ccccc1NC(=O)CN1CCN(C2c3ccccc3-c3ccccc32)CC1,3%,4%,-2%,i,1,-2%,6%,-8%,3,
Nc1c(C(=O)NCc2ccco2)nnn1-c1ccccc1,-3%,-2%,-9%,i,1,-13%,3%,-2%,0,
CCCc1c(C(=O)OCC)[nH]c2c1C(=O)CCC2,8%,5%,10%,i,6,-5%,6%,-4%,2,
O=C(CSc1nnnn1C1CCCC1)c1ccc2c(c1)OCCO2,6%,-1%,-13%,i,7,0%,.,4%,0,
CCCCc1ccc(-c2nc(N)n[nH]2)cc1,13%,-5%,-1%,i,6,4%,2%,6%,10,
O=C(CSc1nccn1Cc1ccccc1)Nc1nccs1,14%,5%,13%,i,9,-1%,.,-3%,2,Spn PMK inh pilot replicates=3.0;MK inhibit pilot replicates=2.5;DPM-DC inhibit pilot screen %=1.5
COc1ccc(N2CCN(C(=O)c3cn(C)c(=O)c4c3c3ccccc3n4C)CC2)cc1,6%,10%,11%,i,12,-4%,5%,-3%,2,
O=S(=O)(/C=C/c1ccccc1)n1cnc2ccccc21,12%,22%,40%,i,16,-1%,9%,11%,2,
CC(=O)OCC(=O)[C@@]1(O)CC[C@H]2[C@@H]3CCC4=CC(=O)C=C[C@]4(C)[C@H]3[C@@H](O)C[C@@]21C,9%,-15%,-3%,i,1,2%,13%,20%,8,Spn PMK inh pilot replicates=0.0;MK inhibit pilot replicates=0.0;DPM-DC inhibit pilot screen %=0.0
CCOC(=O)c1cn(CC(=O)Nc2ccccc2C(=O)OCC)nn1,6%,8%,9%,i,11,-4%,10%,-4%,5,
Cn1nnc2cc(NC(=O)N3CC4(C)CC3CC(C)(C)C4)ccc21 (stereo not drawn),2%,0%,-2%,i,2,-1%,-3%,3%,5,
Cc1ccc(NC(=O)CSc2nnc([C@@H]3CCCN3C(=O)OC(C)(C)C)o2)c(C)c1,11%,-13%,1%,i,11,-2%,9%,-1%,7,
O=C(NCc1cccs1)C1CCCN(S(=O)(=O)c2cccc3cccnc23)C1 (stereo not drawn),9%,8%,-1%,i,0,-3%,-3%,-1%,10,
O=C(CN(Cc1ccccc1)S(=O)(=O)c1ccc2c(c1)OCCO2)Nc1ccc2c(c1)OCCO2,8%,12%,24%,i,5,1%,.,-2%,0,
C=CCNc1nc(NCCN2CCOCC2)nc(N2CCOCC2)n1,-2%,-11%,-17%,i,1,-4%,10%,11%,8,
O=C(O)CC(CP(=O)(c1ccccc1)c1ccccc1)C(=O)O (stereo not drawn),8%,5%,6%,i,14,1%,1%,0%,0,
CCn1ncc2c1C(=O)NC1c3ccccc3C(=O)N21 (stereo not drawn),9%,-15%,-6%,i,15,-6%,.,8%,11,
CCc1nc(SCC(=O)NCCc2ccccc2)n[nH]1,12%,1%,-4%,i,14,0%,9%,0%,10,
CCCC(=O)NC(Nc1ccc(S(=O)(=O)Nc2ncccn2)cc1)(C(=O)OCC)C(F)(F)F (stereo not drawn),11%,-4%,-7%,i,5,1%,16%,1%,4,
CCc1nc(N2CCCCC2C)c2oc3ccccc3c2n1 (stereo not drawn),10%,-3%,-16%,i,12,-4%,-6%,-34%,13,
